Hep lipid drop: modulators of hepatic lipid droplet formation. AML12 mouse hepatocytes, oleate lipid droplets, BODIPY imaging. inhibition, % at 6.5 µM. 0.4% of 240,000 active;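 active = lipid droplet intensity inhibited by at least 50%, with more than 500 cells counted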
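Test system: AML12 hepatocytes (mouse); reagent: oleate loading, 100 µM; dosing: one dose, 6.5 µM compound; incubation: overnight exposure; signal: fluorescence imaging, 20x objective, two fields per well; read-out basis: % inhibition of corrected integrated BODIPY droplet signal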
M17LAP inhibition: P. falciparum M17LAP inhibitors, primary screen, biochemical, fluorogenic H-Leu-NHMec substrate, 1536-well (AID 1619); 0.38% of 220,000 active; recombinant M17LAP, H-Leu-NHMec fluorogenic kinetic assay; higher % means a stronger effect; inhibition, % at 30 µM, or IC50 in µM where a hit was titrated;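 active = compound inhibiting the enzyme by more than half at any dose during confirmatory dose-response retesting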;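 note: plate controls were full reaction with DMSO carrier for no effect and no enzyme background for full effect; strong numbers were not always called active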
XIAP antagonists: XIAP antagonists, biochemical, IAP family, fluorescence polarization (AID 1018); 0.007% of 200,000 active; XIAP BIR domain, fluorescence polarization peptide displacement; higher % means a stronger effect; displacement, % at 20 µM, or IC50 in µM where a hit was titrated; in the data active = displacement above about 50%; note: a part of the inactive calls stands beside numbers as strong as those of hits
PMI inhibitors: MPI enzyme activity inhibition – biochemical, fluorescence intensity, coupled assay, primary screen (AID 1209); 0.42% of 190,000 active; one-dose inhibition, % at 20 µM; IC50 in µM for titrated hits; purified PMI enzyme, coupled fluorescence intensity; higher % means a stronger effect;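 note: plate controls were DMSO vehicle for no effect and wells lacking substrate for full effect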
UTI89 phage lysis: inhibition of K1F phage lysis, E. coli UTI89, bacterial capsule biogenesis inhibitors, alamar blue (AID 488966) | E. coli UTI89 K1F phage lysis, alamar blue, 2 h; higher % means a stronger effect | one-dose inhibition, % at 100 µM; IC50 in µM for titrated hits | 0.02% of 340,000 active;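 active = phage lysis inhibition, versus mean bacterial control, above a set limit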;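 note: capsule biogenesis inhibitors block K1F phage lysis so surviving cells raise fluorescence; higher fluorescence means more inhibition of phage lysis; actives were called in the ten point dose series up to 300 µM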
SIAH1 antagonists: blockers of Siah-1 interaction with plectin peptide – biochemical, fluorescence polarization, rhodamine-plectin, uHTS, primary screen (AID 1817) | Siah-1 / rhodamine-plectin peptide fluorescence polarization; higher % means a stronger effect | displacement, % at 20 µM, or IC50 in µM where a hit was titrated | 0.02% of 290,000 active;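 active = displacement of at least 50% at 20 µM, with a fluorescence ratio check between 0.3 and a set limit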;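 note: plate controls were Siah plus tracer with DMSO for no effect and tracer alone without Siah for full effect; strong numbers were not always called active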
P. falciparum M1AAP: malaria alanyl aminopeptidase activity blockers – biochemical, fluorogenic H-Leu-NHMec substrate, 1536-well (AID 1445) | recombinant M1AAP, H-Leu-NHMec fluorogenic kinetic assay; higher % means a stronger effect | inhibition, % at 30 µM; hits with a dose series show IC50 in µM | 0.42% of 220,000 active;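 active = primary inhibition above the hit cutoff, then over 50% inhibition at one or more dose response concentrations, cut at about 23% in these data, passing the limit was not always enough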;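 note: plate controls were DMSO full reaction for no effect and no enzyme background for full effect; strong numbers were not always called active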
human PMI inhibitors: human PMI inhibitors, high substrate, primary screen, biochemical, fluorescence intensity, high mannose 6-phosphate (AID 1220). 0.66% of 190,000 active. inhibition, % at 20 µM, or IC50 in µM where a hit was titrated. recombinant PMI enzyme, coupled fluorescence intensity; higher % means a stronger effect
TNAP activators: human TNAP enzyme activators, primary screen, biochemical, luminescent, no phosphate acceptor, uHTS (AID 1001); purified TNAP, luminescent activation assay, no phosphate acceptor; higher activation fold means a stronger effect; activation fold at 20 µM, or EC50 in µM where a hit was titrated; 0.03% of 200,000 active; in the data active = activation fold from about 3, or a potency from the dose series; inactive = the rest, 99 in 100 with activation fold below about 1.6; note: many of its hits are not listed in these tables
Hep lipid drop cells 6.5 µM: further read-out of Hep lipid drop, marked with its call; cell count; measured here: cell count, cytotoxicity flag;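 cells counted across two imaged fields per well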
* hit, by the source's call; nt = not tested or not shown; [ ] = another dose, or the depositor's remark. Cut-off read from the data, not from the text of the source, unless noted: active = inhibition above about 50%; inactive = the rest.

SMILES	Hep lipid drop	Hep lipid drop cells 6.5 µM	M17LAP inhibition	XIAP antagonists	PMI inhibitors	UTI89 phage lysis	SIAH1 antagonists	P. falciparum M1AAP	human PMI inhibitors	TNAP activators
O=C(CCc1nnc(Cc2ccc3c(c2)OCO3)o1)NCc1nc2ccccc2s1	-1	734	6%	-6.4%	-2%	0.1%	11%	-6%	4%	1.1
CCc1c(C)sc(NC(=O)CC#N)c1C#N	-4	730	-11%	-7.2%	14%	0.4%	-1%	8%	4%	1
COc1cccc(C(=O)Nc2ncc3c(n2)CC(C)(C)CC3=O)c1	nt	nt	-13%	-2.6%	-2%	0.9%	4%	0%	3%	1
Cc1nn(C)cc1CN(C)C(=O)CCc1nnc(CCC2CCCCC2)o1	6	578	-8%	2.4%	-8%	0.0%	6%	-1%	-17%	1.1
Cc1ccc(NC(=O)N2CCCC(c3nc(-c4ccc(F)cc4)no3)C2)cc1 (stereo not given)	-21	666	6%	nt	nt	0.6%	0%	1%	nt	nt
FC(F)(F)c1cccc(-c2nc3nc(Cl)c(Cl)nc3[nH]2)c1	-25	646	-4%	nt	nt	0.8%	2%	17%	nt	nt
Cc1ccc(NC(=O)OCCN2CCN(Cc3ccccc3)CCC2=O)cc1C	-4	684	9%	-5.4%	5%	0.3%	9%	-3%	11%	1.1
Cn1cc(C(=O)c2ccc(Cl)cc2Cl)cc1C(=O)N/N=C(\N)COc1ccccc1	-42	736	-2%	-5.2%	0%	0.8%	0%	-23%	-4%	1
CC(C)n1c(SCC(=O)N2CCCC2)nc2c1c(=O)n(C)c(=O)n2C	nt	nt	6%	-4.8%	0%	0.3%	0%	1%	-2%	1.1
CCC(=O)N/C(=N\OCc1ccc(F)cc1)c1nonc1NC(=O)CC	nt	nt	5%	-4.4%	-1%	0.2%	0%	-6%	2%	1.1
Cc1oc(-c2ccc(Cl)cc2)nc1CN1CCC(C(=O)N2CCN(Cc3ccccc3)CC2)CC1	nt	nt	-7%	-3.8%	9%	8.7%	-1%	-1%	16%	1.1
CCCNC(=S)NCCN1CCCCC1	-2	720	4%	-5.3%	-7%	0.1%	9%	-5%	-8%	1.1
CCOc1ccc(C(CC(=O)O)NS(=O)(=O)c2ccc(C)cc2)cc1OC (stereo not given)	nt	nt	0%	-5.3%	-12%	-0.2%	-4%	4%	3%	0.9
CCOC(=O)c1sc(NC(=O)c2cc(S(=O)(=O)N3CCOCC3)ccc2C)nc1C	4	754	6%	6.9%	10%	-0.3%	2%	12%	0%	1.2
CN(C)S(=O)(=O)c1cccc(NC(=O)COC(=O)/C=C/c2ccco2)c1	-7	693	-3%	-0.9%	-10%	-6.9%	16%	8%	-18%	1.1
COc1cccc(-c2nc(N)nc(SC)c2C#N)c1	3	702	-1%	nt	nt	0.7%	6%	-1%	nt	nt
O=C(NCCN1CCN(c2ccccc2)CC1)c1cccn2c(=O)c3ccccc3nc12	1	663	-4%	-6.5%	9%	0.0%	-4%	2%	4%	1.1
C/C(Cc1ccccc1)=N\NC(=O)CNC(=O)c1ccccc1O	2	727	-3%	nt	nt	3.5%	0%	4%	nt	nt
Cc1ccc(NC(=O)CSCC(=O)N2CCOCC2)cc1	8	746	4%	-4.1%	1%	-0.2%	10%	7%	-2%	1.1
CCCN(CCC)CCNC(=O)C1c2ccccc2C(=O)N(CCOC)C1c1ccc(F)cc1 (stereo not given)	-8	707	10%	-23%	12%	1.8%	0%	20%	8%	1.1
COc1ccc(OCC(O)Cn2c(=N)n(CCN3CCOCC3)c3ccccc32)cc1 (stereo not given)	nt	nt	-4%	0.9%	-2%	1.4%	3%	8%	-2%	1.1
CCOc1ccc2[nH]cc(S(=O)(=O)c3ccc(Cl)cc3)c(=O)c2c1	6	739	-3%	-1.7%	1%	0.4%	13%	0%	4%	1.1
COC(=O)c1sccc1NC(=O)C1C2C=CC(O2)C1C(=O)O (stereo not given)	19	712	4%	0.3%	15%	-0.1%	4%	-5%	9%	1.1
C#CCNc1nc(C)nc2c1nnn2Cc1ccccc1F	nt	nt	-6%	-4.3%	-11%	-0.5%	-2%	5%	-8%	1.1
CN1CCN(C(=O)C2CCC(CNS(=O)(=O)c3cccc4cccnc34)CC2)CC1 (stereo not given)	nt	nt	3%	-11%	-7%	14%	-3%	2%	-3%	1.1
CCOC(=O)c1sc(NC(=O)CN(CC)CC)c(C(=O)OCC)c1C	-18	751	11%	-0.1%	-2%	0.1%	-2%	1%	-4%	1.1
CCCN(CCC)S(=O)(=O)c1ccc(Cl)c([N+](=O)[O-])c1	2	703	5%	-7.8%	-3%	-1.2%	-2%	16%	-6%	1
Cc1cccn2c(=O)c3cc(C#N)c(=N)n(CCN4CCOCC4)c3nc12	0	784	-40%	0.7%	0%	2.4%	1%	16%	0%	1.1
O=C(N/N=C/c1sc(=O)[nH]c1-[n+]1ccccc1)c1ccccc1[O-]	-11	654	23%	nt	nt	1.8%[50 µM]	-12%	14%	nt	nt
FC(F)(F)c1cnc(Sc2nnc(-c3cccs3)n2CC2CCCO2)c(Cl)c1 (stereo not given)	-1	806	9%	-5.3%	0%	-0.1%	-1%	2%	-7%	1.1
COc1cc(OC)cc(C(=O)NCC(=O)OCC(=O)c2ccc3c(c2)-c2ccccc2C3)c1	4	669	11%	-12%	-2%	0.1%	1%	13%	-4%	1
COC(=O)c1ccc(CSc2nnc(-c3ccc4c(c3)OCO4)n2-c2ccccc2)o1	-5	712	11%	-9.9%	-5%	-5.1%	-1%	0%	-8%	1
Cc1cc(Nc2ccccc2)n(-c2ccc(Br)cc2)n1	-10	763	12%	-0.1%	8%	1.2%	2%	3%	5%	1.1
COc1cccc(NC(=S)N2CCCC2c2ccc(OC)c(OC)c2)c1 (stereo not given)	-5	691	5%	-5.4%	8%	0.1%	2%	6%	14%	1.1
Cc1ccc(S(=O)(=O)N2C(=O)/C(=C3\SC(=S)NC3=O)c3ccccc32)cc1	3	654	23%	nt	nt	-0.2%[50 µM]	-3%	17%	nt	nt
COc1cccc(/C=N/Nc2nn3cnnc3c3ccccc23)c1	-29	775	4%	2.8%	4%	-0.9%	2%	-1%	5%	1.3
C=CCN1C(=O)/C(=C/c2ccc(N(C)C)cc2)S/C1=N\c1nnc(CC)s1	15	750	0%	-6.4%	8%	nt	8%	2%	3%	0.8
Cc1ccc(C)c(-n2ccnc2SCC(N)=O)c1	8	670	6%	-2.6%	0%	0.4%	9%	0%	-6%	1.1
CC1(C)CC(=O)C(C=NCC2CCNCC2)=C(O)C1	13	802	5%	0.4%	16%	14%	0%	3%	9%	1.1
CCC1Oc2ccc(C)cc2N(CC(=O)N(Cc2ccc(C)o2)C2CC(C)(C)NC(C)(C)C2)C1=O (stereo not given)	-22	697	7%	-5.5%	-2%	0.3%	0%	-2%	-1%	1
O=[N+]([O-])CC(=Nc1ccc(Cl)cc1)N/N=C\c1oc(O)c2ccccc12	-4	778	-46%	-6.5%	-19%	0.3%	4%	13%	-53%	0.9
CC1=C(C)CC(C(=O)NNC(=O)c2csc3c2CCC(C(C)(C)C)C3)C(C(=O)O)C1 (stereo not given)	2	690	9µM*	-3.9%	1%	4.0%	3%	-1%	2%	1.1
CC(=O)CCn1cnc([N+](=O)[O-])n1	15	742	-2%	-3.8%	-12%	-0.1%	6%	-5%	-6%	1.1
Cc1ccc(N=C2NC(=O)/C(=C\c3ccco3)S2)cc1	-11	700	14%	-2.5%	0%	1.3%	66%	14%	5%	1
O=C(c1cc(Cl)ccc1Cl)N1CCOCC1	nt	nt	16%	-12%	4%	5.7%	-5%	-2%	12%	1
CCCCCCCCOC(=O)C(NC(=O)CCC(=O)Nc1ccc(S(N)(=O)=O)cc1)C(O)c1ccccc1 (stereo not given)	11	781	-2%	0.2%	-3%	-0.2%	0%	-1%	-8%	1.1
CCOC(=O)N1CCN(C(=S)Nc2ccc(C)cc2C)CC1	9	703	-3%	-11%	-6%	0.0%	-2%	0%	2%	1.1
Cc1c(CCCN)c2ccccc2n1Cc1ccccc1	-14	588	4%	-3.7%	nt	0.9%	-8%	2%	nt	1.1
C/C(=N\NC(=O)COc1ccccc1[N+](=O)[O-])c1cccs1	19	630	7%	-9.1%	11%	0.2%	2%	7%	13%	1.1
O=C(CSc1nc2ncc(Br)cc2[nH]1)c1cccc([N+](=O)[O-])c1	9	647	0%	-7.6%	8%	-1.0%	1%	2%	25%	0.7

Record cards (already shown).
CCOc1ccc2[nH]cc(S(=O)(=O)c3ccc(Cl)cc3)c(=O)c2c1 as listed: Hep lipid drop: 6; Hep lipid drop cells 6.5 µM: 739; M17LAP inhibition: -3%; XIAP antagonists: -1.7%; PMI inhibitors: 1%; UTI89 phage lysis: 0.4%; SIAH1 antagonists: 13%; P. falciparum M1AAP: 0%; human PMI inhibitors: 4%; TNAP activators: 1.1
Cn1cc(C(=O)c2ccc(Cl)cc2Cl)cc1C(=O)N/N=C(\N)COc1ccccc1 as listed: Hep lipid drop: -42; Hep lipid drop cells 6.5 µM: 736; M17LAP inhibition: -2%; XIAP antagonists: -5.2%; PMI inhibitors: 0%; UTI89 phage lysis: 0.8%; SIAH1 antagonists: 0%; P. falciparum M1AAP: -23%; human PMI inhibitors: -4%; TNAP activators: 1

Limited to TNAP activators (2 entries from above):
| Structure | TNAP activators |
| --- | --- |
| Cc1c(CCCN)c2ccccc2n1Cc1ccccc1 | 1.1 |
| C/C(=N\NC(=O)COc1ccccc1[N+](=O)[O-])c1cccs1 | 1.1 |

Ordered by number of heavy atoms (largest number first): 3 of the compounds above.
SMILES	Hep lipid drop	Hep lipid drop cells 6.5 µM	M17LAP inhibition	XIAP antagonists	PMI inhibitors	UTI89 phage lysis	SIAH1 antagonists	P. falciparum M1AAP	human PMI inhibitors	TNAP activators
COc1cccc(/C=N/Nc2nn3cnnc3c3ccccc23)c1	-29	775	4%	2.8%	4%	-0.9%	2%	-1%	5%	1.3
CC1(C)CC(=O)C(C=NCC2CCNCC2)=C(O)C1	13	802	5%	0.4%	16%	14%	0%	3%	9%	1.1
CC(=O)CCn1cnc([N+](=O)[O-])n1	15	742	-2%	-3.8%	-12%	-0.1%	6%	-5%	-6%	1.1
